hK5 inh – kallikrein 5 (human) inhibition. inhibition, % at 5 µM. Q9Y337. 210,000 tested, 0.59% active. recombinant hK5, fluorogenic AMC substrate cleavage;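 active means inhibition of 40% or more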;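 further: 0% = enzyme controls without compound and 100% = no-enzyme blanks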
Target sequence (Q9Y337 67-293 limits assumed): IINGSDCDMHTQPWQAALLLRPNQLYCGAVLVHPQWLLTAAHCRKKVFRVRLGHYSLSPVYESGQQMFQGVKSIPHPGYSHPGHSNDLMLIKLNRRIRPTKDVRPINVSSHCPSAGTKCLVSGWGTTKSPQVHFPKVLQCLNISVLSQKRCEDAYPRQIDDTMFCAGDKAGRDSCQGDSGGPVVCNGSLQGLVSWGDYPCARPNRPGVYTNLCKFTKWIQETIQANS
Furin inh – blocks human furin protease activity. purified furin, fluorogenic substrate cleavage. inhibition, % at 30 µM. 220,000 tested, 0.061% active. P09958; in the data active means inhibition above about 25%; further: inactives centre near -15
Thrombin inh – inhibitors of human thrombin | alpha-thrombin, Boc-VPR-AMC fluorogenic substrate cleavage | AID 1046 | inhibition, % at 5 µM | 220,000 tested, 0.26% active;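 active means inhibition at or above 40%; inactive means inhibition below 40%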;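 further: 0% = enzyme with no compound and 100% = wells without enzyme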
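Test system: human alpha-thrombin; medium: pH 7.5 Tris-saline with Tween 20; times: reaction at room temperature; signal: AMC fluorescence at 355 nm excitation and 460 nm emission; also added: Boc-VPR-AMC substrate, 15 µM final; dosing: one concentration per compound, 5 µM, with 0.2% DMSO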
PERK inhibitor – human PERK inhibition, primary cell-based screen | Q9NZJ5 | inhibition, % at 5.6 µM | CHO PERK-DD fusion, SEAP luminescence translation reporter | 220,000 tested, 0.17% active;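 active means inhibition above the mean inhibition of all tested compounds plus 3 SD, set separately per screening campaign, cut at about 2.9% in these data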;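 further: PERK kinase domain activated by AP20187 dimerizer at 100 nM; 0% = DMSO with dimerizer and 100% = rapamycin at 8.4 µM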
Wee1 stabilizer – blocks degradation of human Wee1 kinase; 220,000 tested, 1.2% active; HeLa Luc-Wee1K328M stability, luciferase luminescence; 100% = proteasome inhibitor MG132 effect; reporter increase, % at 5 µM; P30291;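 active means activation above the mean of all tested compounds plus 3 SD, set per screening run, cut at about 8.8% in these data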;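 further: cells exposed to compound for 20 h before luminescence read; 0% = DMSO alone and 100% = MG132 at 30 µM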
p97 inhibitor – inhibitors of human p97 ATPase. recombinant p97 ATPase, Kinase-Glo ATP luminescence, 3 h. inhibition, % at 8 µM. 220,000 tested, 0.42% active. AID 1481; in the data active means inhibition above about 15%;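 further: 0% = DMSO vehicle and 100% = wells lacking enzyme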
Target sequence (P55072 whole entry, looked up): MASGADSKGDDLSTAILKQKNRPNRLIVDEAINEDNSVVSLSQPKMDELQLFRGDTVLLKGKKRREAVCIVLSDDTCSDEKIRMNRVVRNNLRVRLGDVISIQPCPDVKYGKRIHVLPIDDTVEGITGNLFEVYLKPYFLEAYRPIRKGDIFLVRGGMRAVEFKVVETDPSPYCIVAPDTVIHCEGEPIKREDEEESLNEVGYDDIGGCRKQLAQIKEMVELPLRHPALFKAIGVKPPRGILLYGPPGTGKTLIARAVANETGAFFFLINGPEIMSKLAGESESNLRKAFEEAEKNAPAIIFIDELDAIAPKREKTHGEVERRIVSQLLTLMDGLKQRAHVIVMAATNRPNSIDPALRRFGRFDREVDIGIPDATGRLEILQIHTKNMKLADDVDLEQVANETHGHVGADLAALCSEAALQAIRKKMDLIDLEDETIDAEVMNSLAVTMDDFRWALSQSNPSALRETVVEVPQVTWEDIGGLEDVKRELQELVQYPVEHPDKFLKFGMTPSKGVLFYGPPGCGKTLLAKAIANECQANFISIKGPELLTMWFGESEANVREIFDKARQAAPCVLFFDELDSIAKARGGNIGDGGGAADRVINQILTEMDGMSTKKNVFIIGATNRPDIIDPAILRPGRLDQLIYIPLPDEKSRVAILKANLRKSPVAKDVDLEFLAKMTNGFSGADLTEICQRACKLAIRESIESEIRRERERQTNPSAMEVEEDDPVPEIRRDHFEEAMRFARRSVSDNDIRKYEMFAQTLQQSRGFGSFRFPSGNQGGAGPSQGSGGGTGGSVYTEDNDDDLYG
FXIa inh – factor XIa (human) inhibition | P03951 | purified FXIa, Boc-Glu-Ala-Arg-AMC fluorogenic substrate | inhibition, % at 5 µM | 220,000 tested, 0.14% active;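 active means inhibition of at least 40%; inactive means inhibition below 40%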;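 further: fluorescence of freed AMC excited at 355 nm; 0% = enzyme without compound and 100% = no enzyme blank; many of its hits are not listed in these tables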
FXIIa inh 1536 – factor XIIa (human) inhibition | inhibition, % at 5 µM | purified FXIIa, Boc-QGR-AMC fluorogenic substrate, 2 h | P00748 | AID 800 | 220,000 tested, 0.3% active; in the data active means inhibition above about 40%;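 further: 0% = enzyme with no compound and 100% = blank without enzyme; many of its hits are not listed in these tables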
KCC2 mod – modulates chloride dependent transport by human KCC2; KCC2 cells, thallium flux FluoZin-2 fluorescence; B-score of Tl+ flux slope (higher = more flux/activation; lower = inhibition) at 10 µM; 190,000 tested, 2.2% active;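 active means thallium flux slope and its plate-corrected score both differing from the plate sample mean at a set confidence after two filtering rounds, in either direction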;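 further: slope of fluorescence scaled to starting intensity during 10 to 20 s after thallium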
* = called active by the depositor; i = inactive; · = not tested or not shown; [ ] = another dose, or the depositor's remark.

SMILES	hK5 inh	Furin inh	Thrombin inh	PERK inhibitor	Wee1 stabilizer	p97 inhibitor	FXIa inh	FXIIa inh 1536	KCC2 mod
O=C(/C=C/c1ccccc1)NNC(=O)c1cccs1	1	-24	-3	0.4	-3	2	1	3	0.089
CCN(CC)C(=O)C1CCCN(Cc2nc(-c3cnccn3)no2)C1 (centres undefined)	·	-32	0	0.2	3	0	0	8	·
COc1cccc(C2NC(=O)NC(C)=C2C(=O)Nc2ccccc2C)c1 (centres undefined)	-4	-20	-2	-0.2	5	10	-6	10	-0.089
N/C(=N\OC(=O)c1ccc(Cl)cc1Cl)c1ccc(Cl)cc1	-4	-28[20 µM]	4	1.3	3	-1	7	13	·
CCCCc1c(C)nn(-c2nnc3c4ccccc4n(CC)c3n2)c1C	6	-21	-7	-1.1	3	2	4	5	-0.8
Cc1sc2ncn3ncnc3c2c1C	-23	-4[20 µM]	5	-0.2	-2	4	0	1	-0.25
CC1CCCC/C1=N\NC(=S)NCCc1ccccc1 (centres undefined)	12	-19	-4	-0.4	0	5	7	3	-0.15
COc1ccc(C(=O)/C=C/C(=O)N(CC(=O)NC2CCCCC2)Cc2cccs2)c(O)c1	-7	-5	4	-2.1	-4	1	2	11	0.16
O=C(O)c1ccc(-c2nnn(Cc3cccc(C(F)(F)F)c3)n2)cc1	4	-27	-1	0.8	4	4	1	9	-0.59
COc1ccc(/C=C/C(=O)c2cc(Br)ccc2OC(=O)c2ccco2)cc1OC	2	-4	7	-1.5	1	-8	10	8	-0.16
CC(C)(C)NC(=O)C(c1ccncc1)N(C(=O)c1csnn1)c1cccc2ccccc12 (centres undefined)	-1	-8	0	0.1	0	-2	-2	5	-0.076
C=CCc1cc(C(=O)N2CCCCC2)ccc1O	-23	5[20 µM]	-22	1.2	-3	2	-2	4	-1.2
C/C(=N/NC(=O)CNC(=O)C1COc2ccccc2O1)c1cccc(O)c1 (centres undefined)	0	-35	0	1.1	-1	4	3	8	-0.47
CCOc1cc(-c2nc(-c3cc(OC)c(OC)c(OC)c3)no2)cc(OCC)c1OCC	·	-13[20 µM]	·	0.7	0	-1	·	·	-0.22
CC(=O)c1sc2nc(-c3ccco3)ccc2c1N	0	8	-3	-1.4	0	11	0	1	-2.7
Nc1nc(-c2cccc(NS(=O)(=O)c3ccccc3)c2)cs1	2	-22[20 µM]	1	0.9	-1	0	0	8	0.82
CCOCC(=O)Nc1nnc(Cc2ccc(OC)cc2)s1	-13	-4[20 µM]	0	0.9	-1	2	11	19	-0.82
COC(=O)c1c(NC(=O)COC(=O)CNC(=O)c2ccco2)sc(C)c1C	-6	-10	-10	-0.1	-2	2	-3	6	-0.17
CCN(CC)C(=O)CSc1nnc(NC(=O)CCc2ccccc2)s1	-8	-19	-8	-0.7	-1	-2	0	1	0.26
O=C(CN1C(=O)C2CCCCC2C1=O)N1CCN(c2ncccn2)CC1 (centres undefined)	5	3	3	-0.1	3	4	0	12	0.76
COc1ccc(OC2C(=O)N(Cc3ccc4c(c3)OCO4)C2c2sccc2C)cc1 (centres undefined)	6	-11[20 µM]	-1	-0.5	5	0	2	7	-1.2
O=c1c2cc3c(=O)n(CC4CCCO4)c(=O)c3cc2c(=O)n1CC1CCCO1 (centres undefined)	0	-18[20 µM]	-19	0.7	1	-6	-2	-3	-1.3
CSc1nc2ccccc2c(=O)n1Cc1ccc(F)cc1	-15	-25	2	1.0	-1	2	-7	-4	-0.29
O=C(NC1CCCC1)C1CCC(=O)N1CCc1ccccc1 (centres undefined)	10	-24[20 µM]	2	-0.4	2	1	5	9	0.067
Cc1nc2cc(NC(=O)NCCC3=CCCCC3)ccc2o1	6	-31[20 µM]	2	0.7	2	6	6	19	1.4
COc1cc2c(cc1OC)C1=CC(=O)C(=O)N1C(C)(C)C2	3	-15	-13	-0.7	-5	2	0	6	1
Cc1ncc(C[n+]2csc(CCOC(=O)CC34CC5CC(CC(C5)C3)C4)c2C)c(N)n1	-19	-12	-10	-0.5	4	-4	-9	0	0.86
CN(C)CCNC(=O)c1coc(=O)c(Br)c1	-14	-25	1	1.5	0	1	-7	14	-0.42
CN1C(=S)N(c2cccnc2)C(=O)/C1=C\c1ccc(N(C)C)cc1	3	-20	8	0.4	1	3	6	11	-3.2
CC1CN(C(=O)c2ccc3c(c2)OCO3)OC(c2ccccc2)O1 (centres undefined)	11	-16	1	1.0	0	6	-15	13	·

Molecules from the list above with a halogen:
SMILES	hK5 inh	Furin inh	Thrombin inh	PERK inhibitor	Wee1 stabilizer	p97 inhibitor	FXIa inh	FXIIa inh 1536	KCC2 mod
N/C(=N\OC(=O)c1ccc(Cl)cc1Cl)c1ccc(Cl)cc1	-4	-28[20 µM]	4	1.3	3	-1	7	13	·
O=C(O)c1ccc(-c2nnn(Cc3cccc(C(F)(F)F)c3)n2)cc1	4	-27	-1	0.8	4	4	1	9	-0.59
COc1ccc(/C=C/C(=O)c2cc(Br)ccc2OC(=O)c2ccco2)cc1OC	2	-4	7	-1.5	1	-8	10	8	-0.16
CSc1nc2ccccc2c(=O)n1Cc1ccc(F)cc1	-15	-25	2	1.0	-1	2	-7	-4	-0.29
CN(C)CCNC(=O)c1coc(=O)c(Br)c1	-14	-25	1	1.5	0	1	-7	14	-0.42

Next part:
SMILES	hK5 inh	Furin inh	Thrombin inh	PERK inhibitor	Wee1 stabilizer	p97 inhibitor	FXIa inh	FXIIa inh 1536	KCC2 mod
O=C1c2cccnc2C(O)N1C1CCCCC1 (centres undefined)	6	-18	0	1.0	-2	1	-1	-2	·
Cn1c(CN2CCOCC2)nnc1SCC(=O)Nc1nccs1	-4	-20[20 µM]	-4	0.4	1	4	-6	8	0.22
COCCNC(=O)C(c1ccc(C)cc1)N(C(=O)C(=O)NC1CCCC1)c1ccc2c(c1)OCCO2 (centres undefined)	-4	-32	2	0.7	-1	2	0	11	-0.17
CCOC(=O)c1cc(-c2ccc(C)c([N+](=O)[O-])c2)nc2c1c(=O)n(C)c(=O)n2C	1	-24	0	-0.1	2	0	0	·	-0.6
Cc1ccc(S(=O)(=O)N2CCCC(CCC(=O)NCc3ccccc3F)C2)s1 (centres undefined)	-4	-27	-7	-0.7	-2	4	-5	2	-1.8
Cn1c(=O)c(=O)n(C)c2cc(S(=O)(=O)Nc3ccc(OC(F)(F)F)cc3)ccc21	-10	-10[20 µM]	-6	-0.3	-1	-4	0	-12	·
Cc1sc(NC(=O)Cc2ccc3c(c2)OCO3)nc1-c1ccc2c(c1)CCN2C(=O)c1cccc(F)c1	-18	-22	-1	-0.1	2	9	9	13	-0.22
Cc1ccc(C)n1C(CC(=O)O)c1ccc(C#N)cc1 (centres undefined)	·	-21	0	0.4	4	4	3	10	0.043
CC(C)=CCc1c(O)cc2oc3c(CC=C(C)C)c(O)c(O)c(CC=C(C)C)c3c(=O)c2c1O	9	-32	5	·	·	·	5	12	0.36
CCCCNc1c([N+](=O)[O-])c(=O)n(C)c2ccccc12	-3	-24	-11	0.5	-2	6	-3	1	-1.7
CCN(Cc1ccccc1)C(=O)c1cc2c(=O)oc3ccc(C)cc3c2s1	-2	-7	-4	0.1	2	-6	-2	8	-2
O=C(c1ccc(NS(=O)(=O)c2ccccc2)cc1)N1CCN(Cc2ccc3c(c2)OCO3)CC1	-3	-7[20 µM]	5	-0.9	2	-1	0	18	·
COc1ccc(-n2c(Cc3cccn3C)nnc2SCC(=O)Nc2ccc(C)c(Cl)c2)cc1	0	-8	1	0.5	-3	4	-6	1	-1.5
CCc1nc(Nc2ccc(N3CCN(C(C)=O)CC3)cc2)c2oc3ccccc3c2n1	11	-8	6	-0.3	1	4	4	13	-0.0032
O=C1/C(=C/c2ccc(Cl)cc2)NC(=S)N1Cc1cccnc1	·	-16	3	1.6	3	5	2	6	5.2*
CCn1c(SCC(=O)Nc2nc(C)cs2)nnc1-c1ccco1	0	-16[20 µM]	-8	-0.3	-1	1	1	6	-0.54
Cn1[nH]c(=O)c(Cl)c(Cl)c1=O	1	-7[20 µM]	-2	0.5	3	0	-3	12	0.93
COc1ccc2c(C(F)(F)F)cc(=O)oc2c1C	-19	-19[20 µM]	0	2.1	-1	4	0	12	0.27
O=C(Nc1cnn(Cc2ccc(Cl)c(Cl)c2)c1)C12CC3CC(CC(C3)C1)C2	-2	-13[20 µM]	-1	-0.3	-1	0	9	19	0.55
Cc1cc(Cl)ccc1N(CC(=O)NCc1ccc2c(c1)OCO2)S(C)(=O)=O	-3	-18	·	0.3	-4	10	4	4	-0.37
c1coc(CNc2c3c(nc4ncnn24)CCC3)c1	-8	-23	1	-0.8	-3	1	4	14	0.021
COc1ccc(S(=O)(=O)N2CCCCC2C(=O)O)cc1OC (centres undefined)	-1	-23	3	2.2	3	3	1	17	-0.07
O=C(NNC(=O)c1cccc(-n2cnnn2)c1)c1ccccc1	-8	-21	2	0.1	1	3	0	14	0.83
Cc1c(C(=O)Nc2ccc3c(c2)OCO3)sc2nc(-c3ccccc3)cn12	-16	-24[20 µM]	0	1.2	1	6	4	12	-0.36
O=C(NN1C(=O)CSC1=S)c1cccnc1	4	-19	1	0.1	-1	4	3	12	1.1
O=C(NCCOc1ccc2ccccc2c1)c1cncc(Br)c1	-4	-23	-6	-0.1	0	5	-2	1	-0.4
c1ccc(-n2nnnc2-n2nnc3ccccc32)cc1	-6	-7	1	-0.1	1	-3	0	11	·
Cc1onc(-c2ccccc2)c1-c1csc(COc2ccccc2)n1	-1	-2	2	0.1	-1	3	-5	7	-0.71
O=C(CN1CCN(S(=O)(=O)c2ccccc2)CC1)Nc1ccc2c(c1)OCO2	2	-25	-3	-0.6	-3	-3	9	11	0.024
CCOC(=O)c1cc2n(c1N)-c1ccccc1C2=O	-11	-28[20 µM]	0	0.6	-3	2	8	8	i
NS(=O)(=O)c1ccc(CCNC(=O)COC(=O)CCSc2ccc(Cl)cc2)cc1	-31	-4	-7	0.2	-1	3	0	1	1.5
O=C(CN1C(=O)C2CC=CCC2C1=O)OCc1cc(=O)n2cc(Br)ccc2n1 (centres undefined)	-5	-6	-6	-1.0	-1	-1	-6	1	0.93
COc1cc(C(=O)Nc2cccc(C(C)=O)c2)cc(OC)c1OC	-4	-20	-10	0.3	3	3	-2	2	-0.17
CCC(C)NS(=O)(=O)c1ccc(NC(=O)c2ccc([N+](=O)[O-])cc2Cl)cc1 (centres undefined)	-3	-11	-11	-0.5	0	-6	-11	0	-0.12
O=C(Nc1ccc2c(c1)OCO2)c1ccc(COc2ccc3c(c2)CCC3)o1	4	-19[20 µM]	1	0.7	1	-1	6	9	0.13
CCOc1cnc(-c2c(-c3c(Cl)cccc3Cl)noc2C)o1	-1	-18	-6	0.5	4	-1	-5	6	-0.009
CCOc1ccc2[nH]c(=O)c(CN(Cc3cccnc3)C(=O)Nc3ccccc3OC)cc2c1	-7	-24	-1	-1.7	-2	0	-5	11	·
CCCCSc1nc2c(cnn2-c2ccccc2)c(=O)n1N	4	-9	-2	-0.8	2	-2	0	6	-1.3
Cc1cc(C(=S)N2CCOCC2)c(C)n1-c1ccc(F)cc1	10	-22	-7	0.7	0	9	-2	2	·
COc1ccc(-c2noc(CSc3nc4ccccc4c(=O)n3-c3ccccc3)n2)cc1	1	-20[20 µM]	-8	0.1	-1	-7	6	7	0.7
COc1ccc(N2CCN(CCCNC(=O)C3CCN(S(=O)(=O)N4CCOCC4)CC3)CC2)cc1	-4	-16	-8	1.1	-2	7	1	4	1.1
COC(=O)c1ccc(S(=O)(=O)NCc2ccc(S(N)(=O)=O)cc2)n1C	1	-7	-4	0.2	-1	5	3	6	·
Cc1ccccc1-n1c(N)c(C(=O)Nc2ccc(F)cc2)sc1=S	-4	-8	-20	0.2	-2	6	-9	1	0.59

Screening results as filed in PubChem BioAssay.
